PAX8 inh HTS: PAX8 transcriptional activity inhibition. RMG-I TPO-luciferase reporter, SteadyGlo, 24 h. inhibition, % at 12.6 µM. hit rate 1.2% among 360,000;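 active = mean replicate inhibition at least 60% with every replicate also reaching 60%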;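 note: luciferase light reporting Pax8 driven TPO promoter activity; plate controls were median of neutral control wells for no effect and mitoxantrone controls for full effect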
PglD DTNB: PglD (C. jejuni) enzyme inhibition. purified PglD enzyme, DTNB colorimetric CoA detection. hit rate 0.098% among 360,000. inhibition, % at 12.5 µM; in the data active = inhibition above about 16%, passing the limit was not always enough; note: strong numbers were not always called active
PGC1a acetyl inh: lowers PGC1a acetylation signal in U2OS cells; AID 651687; AlphaScreen anti-acetyl-lysine; with virally co-expressed GCN5 acetyltransferase; inhibition, % at 15.6 µM; hit rate 0.17% among 350,000;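 active = every replicate shows inhibition of at least 40%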;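 note: 0% = neutral control wells and 100% = positive control wells; some results beyond the cut were filed as inactive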
EWS-Fli block: inhibitors of EWS/Fli oncoprotein transcriptional activity. inhibition, % at 12.6 µM. hit rate 0.67% among 350,000. AID 651661. A673 NR0B1-luciferase reporter, viability-normalised;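 active = mean inhibition of at least 50% after viability correction, with every replicate also passing that limit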;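 note: firefly luciferase signal divided by Alamar Blue viability fluorescence both relative to DMSO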
LGR2 inh: blocks bursicon-induced cAMP signaling via Drosophila LGR2 | hit rate 0.35% among 380,000 | HEK293 LGR2, CRE-luciferase, bursicon-stimulated, 4 h | AID 720647 | inhibition, % at 9.99 µM;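 active = drop in luminescence signal, shown as inhibition above about 50% in the replicate tests, limit read from the data, passing the limit was not always enough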;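 note: agonist challenge used bursicon conditioned medium at about half maximal strength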
ERAP1 inh: ERAP1 (human) enzyme inhibition; hit rate 0.15% among 340,000; Q9NZ08; inhibition, % at 10.7 µM; recombinant ERAP1, Leu-AMC fluorescence, 60 min;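 active = mean replicate inhibition of at least 30%, or all replicates individually reaching that 30% level; inactive = mean below 30% and not every replicate reaching it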;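 note: 0% = neutral control wells and 100% = L-leucinethiol positive control wells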
Target sequence (Q9NZ08 whole entry, looked up): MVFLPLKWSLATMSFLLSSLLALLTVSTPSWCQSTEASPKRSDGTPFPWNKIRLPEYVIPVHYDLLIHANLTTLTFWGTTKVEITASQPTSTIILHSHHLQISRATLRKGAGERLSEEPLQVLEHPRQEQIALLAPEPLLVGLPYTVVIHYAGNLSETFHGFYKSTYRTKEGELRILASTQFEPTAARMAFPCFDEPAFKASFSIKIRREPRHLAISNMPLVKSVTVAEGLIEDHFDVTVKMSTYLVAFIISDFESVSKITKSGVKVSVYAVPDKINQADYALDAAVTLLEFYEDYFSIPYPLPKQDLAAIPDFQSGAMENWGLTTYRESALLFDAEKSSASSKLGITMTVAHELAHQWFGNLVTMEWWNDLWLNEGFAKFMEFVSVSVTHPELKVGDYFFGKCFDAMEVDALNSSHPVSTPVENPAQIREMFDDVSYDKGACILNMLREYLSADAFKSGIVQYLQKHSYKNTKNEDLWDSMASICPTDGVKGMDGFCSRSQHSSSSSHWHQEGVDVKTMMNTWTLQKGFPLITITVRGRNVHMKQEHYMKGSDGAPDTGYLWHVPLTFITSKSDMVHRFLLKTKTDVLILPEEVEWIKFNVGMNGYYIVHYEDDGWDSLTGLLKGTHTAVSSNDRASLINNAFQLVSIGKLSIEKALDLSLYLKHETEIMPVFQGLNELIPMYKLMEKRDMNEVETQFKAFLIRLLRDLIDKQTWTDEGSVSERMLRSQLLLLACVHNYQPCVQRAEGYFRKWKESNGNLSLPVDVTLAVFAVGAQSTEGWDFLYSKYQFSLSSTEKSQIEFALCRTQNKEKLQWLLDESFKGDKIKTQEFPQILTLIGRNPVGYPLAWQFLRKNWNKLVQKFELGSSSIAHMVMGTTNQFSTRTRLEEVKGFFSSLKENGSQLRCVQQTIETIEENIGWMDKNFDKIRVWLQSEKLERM
S100A4 inh HTS: blocks human S100A4 binding to myosin IIA peptide; P26447; S100A4/TAMRA-MyoIIA peptide fluorescence polarization; inhibition, % at 10.7 µM; hit rate 0.14% among 360,000; AID 652163;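 active = mean inhibition of at least 70% across replicates, with every replicate also reaching that level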
Target sequence (P26447 whole entry, looked up): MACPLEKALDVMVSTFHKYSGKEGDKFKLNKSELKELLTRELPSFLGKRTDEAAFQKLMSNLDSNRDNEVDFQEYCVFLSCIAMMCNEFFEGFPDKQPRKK
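Material: human S100A4 monomer with TAMRA-labelled myosin IIA peptide; buffer or medium: HEPES pH 7.2 with CaCl2, KCl, NaCl, DTT, Triton; compound dosing: one concentration per compound; schedule: 5 min incubation before reading; benchmarks: neutral control DMSO, positive control TFP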
FN deposition inh: fibronectin deposition inhibition | AH1F fibroblasts, Alexa488-fibronectin deposition fluorescence, overnight | AID 743247 | inhibition, % at 12.6 µM | hit rate 0.086% among 350,000;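 active = mean inhibition across replicates of 30% or more, regardless of how many single replicates reach that level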;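 note: positive control wells lacked labelled fibronectin entirely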
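Test system: AH1F fibroblast monolayer depositing Alexa488-labelled fibronectin into matrix. Input: 10000 cells per well. Technique: fluorescence, ex 485 nm, em 525 nm. Buffer or medium: DMEM plus 2% serum, read in PBS. Timing: 1 h cell adhesion before compound, then overnight fibronectin incubation. Compound: single dose, pinned. Read-out basis: inhibition from reduced deposited-fibronectin fluorescence.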
An asterisk follows results filed as active; / = not tested or not shown; & = joins results of further samples.

Order of values – PAX8 inh HTS, PglD DTNB, PGC1a acetyl inh, EWS-Fli block, LGR2 inh, ERAP1 inh, S100A4 inh HTS, FN deposition inh
> COc1ccc2c3c(n(C)c2c1)[C@@H](CO)N(C(=O)Nc1ccc(F)cc1)CC31CCN(S(=O)(=O)c2cccs2)CC1
    /, /, -15, 9, 7, 1, -5, /
> C=CCc1cccc2cc(C(=O)N3CCN(C(=O)c4ccco4)CC3)c(=O)oc12
    /, -1, 31, /, 0, 2, 0, -11
> O=C(NC1CCCC1)c1ccccc1-c1ccccc1
    -9, /, -3, /, 19, /, /, 1
> NS(=O)(=O)c1ccc(NC(=O)CN2CCN(S(=O)(=O)c3ccc(F)cc3)CC2)cc1
    10, 3, 5, /, 5, 9, -2, 8
> C#Cc1ccc(C(=O)Nc2ccc(N3CCC(C)CC3)c(C(N)=O)c2)cc1
    8, /, 6, -2, /, 3, -4, 10
> Cc1ccc(-c2nc(CS(=O)CC(=O)NCc3ccccc3)c(C)o2)cc1 (stereo unspecified)
    -1, 1, /, 3, 0, 4, 10, 3
> OC(CNCCc1ccc(Cl)cc1)COc1ccc2ccccc2c1 (stereo unspecified)
    9, -4, /, 22, -17, -1, 10, -14
> CCCn1c(C(C)Nc2nc(-c3ccc(C)cc3)cs2)nc2ccccc21 (stereo unspecified)
    1, -1, -6, 7, -8, -4, -16, -11
> CCOCCc1nnc(NC(=O)Cc2c(F)cccc2Cl)s1
    25, 7, 1, 9, -19, 6, 4, -1
> Cc1cccc(N2CCN(Cc3cnc(Cl)s3)CC2C)c1 (stereo unspecified)
    8, 0, -11, 6, 10, 1, -6, -11
> COc1ccccc1NC(=O)N1C[C@H](O)COC[C@@H]2O[C@@H](CC(=O)NCCc3ccccc3)CC[C@H]21
    33, 0, 8, -5, -3, 0, -22, -8
> COc1ccc(CN(C)C[C@H]2Oc3ccc(NC(=O)Nc4ccc(C(F)(F)F)cc4)cc3CC(=O)N([C@@H](C)CO)C[C@@H]2C)cc1
    -17, -1, 2, -3, 13, 0, -3, /
> OCCCCC#Cc1c(-c2ccsc2)sc2ccccc12
    3, -2, /, 8, -5, -1, -6, 2
> COc1ccc(-c2cn(CC[C@@H]3CC[C@@H](NC(=O)CCN4CCCCC4)[C@H](CO)O3)nn2)cc1
    3, -15, -5, -4, 10, 1, 4, -11
> O=C(CNC(=O)c1cccc(N2C(=O)c3ccccc3C2=O)c1)Nc1ccc(F)c(F)c1
    -9, -4, -2, -1, -2, -2, 1, 2
> COc1ccc(C(=O)C2CCCN(C(=O)COc3ccc(C(C)=O)cc3)C2)cc1F (stereo unspecified)
    1, /, -10, 5, 0, 7, 2, 5
> O=C(Nc1ncn[nH]1)c1ccc(Cl)c(S(=O)(=O)Nc2ccc(Cl)cc2)c1
    -19, /, /, -3, -1, 2, 4, 5
> Cc1c(NC(=O)c2noc3c2CCc2ccccc2-3)c(=O)n(-c2ccccc2)n1C
    14, -2, 0, -24, -2, -1, -3, 1
> CCOc1ccc(N(CC(=O)NCC2CCCO2)S(=O)(=O)c2ccc(Cl)cc2)cc1 (stereo unspecified)
    11, -2, -1, /, /, /, /, 7
> Cc1ccc2cc(NC(=O)CC(CC(=O)O)c3ccccc3)ccc2n1 (stereo unspecified)
    6, 2, 4, 7, -24, -2, -7, -1
> COc1cccc(N2CCN(C(=O)c3c(C)nn(-c4ccccc4)c3C)CC2)c1
    -4, 2, 1, 2, 7, -3, 1, 0
> CC(C)(C)c1ccc(C(=O)Nc2ccc(Cl)cc2)cc1
    29, /, /, -120, -62, -4, 5, 3
> CC(C)C(=O)NNc1nc2ccccc2s1
    /, -3, 7, -78, -27, 12, 6, /
> C#CCSc1nnc(-c2ccc(OC)cc2)o1
    -162, 0, 8, /, /, /, /, 1
> Fc1cccc(CN2CCN(c3nc4nonc4nc3NC3CC3)CC2)c1
    12, /, /, 13, /, -4, 1, 6
> CCCNC(=O)N(C)C[C@H]1Oc2cc(C3=CCCC3)ccc2S(=O)(=O)N([C@H](C)CO)C[C@H]1C
    -7, -4, -3, -3, 5, /, 0, /
> Cc1nn(-c2ccc(N3CCCCC3)nn2)c(C)c1CCC(=O)Nc1cc(F)ccc1F
    -125, 0, 0, -72, -47, 2, -2, -4
> CCC(=O)c1ccc(OCC(=O)OCC(=O)c2c(N)n(C)c(=O)n(C)c2=O)cc1
    2, -2, -1, -8, -11, 3, -2, 1
> CC(=O)N1c2ccc(S(=O)(=O)NCCc3ccc(Cl)cc3)cc2CC1C (stereo unspecified)
    -8, -4, /, /, -6, -1, -1, -5
> C[C@H](c1ccccc1)N1C[C@@H](COCc2ccccc2)Oc2cc(N3CC[C@H](O)C3)ccc2S1(=O)=O
    6, /, /, 8, 4, 4, 0, 15
> CC(=O)N1CCN(c2ccc(C(N)=O)cc2[N+](=O)[O-])CC1
    8, -1, -9, 3, -51, 1, -2, 1
> CCn1c(SCC(=O)NCc2ccccc2)nnc1-c1cccnc1
    -7, 3, -8, /, 5, /, /, -3
> O=C(CCC(=O)N(CC(=O)NC1CCCC1)Cc1ccccc1)Nc1nccs1
    -2, 2, 2, -27, 2, -5, -2, 7
> O=C(CCl)Nc1cccc2ncccc12
    /, 2, -3, /, 16, /, /, 2
> O=C(NCC[C@@H]1CC[C@H](NC(=O)C2CC2)[C@@H](CO)O1)Nc1ccc(C(F)(F)F)cc1
    -5, -4, 7, 0, -14, -11, 2, 10&-33
> CCCCOc1cccc(C(=O)Nc2ccc(S(=O)(=O)Nc3nnc(CC)s3)cc2)c1
    5, 7, /, -4, 17, 2, 1, 5
> Cc1cccc(/N=C2/NC(=O)C(Cc3ccccc3)S2)n1 (stereo unspecified)
    5, -7, 9, -9, 4, -7, -3, -1
> CN(C)c1ccc(/C=N/N(CCC(=O)NC(C)(C)C)C2=NS(=O)(=O)c3ccccc32)cc1
    -3, /, /, 12, 14, -2, -3, 2
> CC(C)C#Cc1ccc2c(c1)O[C@@H](CN(C)C(=O)c1ccccn1)[C@H](C)CN([C@H](C)CO)S2(=O)=O
    /, -2, -15, 8, 2, 4, 6, /
> COc1ccc(S(=O)(=O)Nc2ccc3c(c2)C(=O)N([C@H](C)CO)C[C@H](C)[C@H](CN(C)CC2CC2)OCCCC[C@H](C)O3)cc1
    -1, 0, -11, 0, -5, -10, -7, /
> Cc1ccc(S(=O)(=O)CCC(=O)OC(C)C(=O)Nc2ccc(N3CCOCC3)cc2)cc1 (stereo unspecified)
    10, -1, 6, -8, -17, -3, -29, -2
> CNC[C@@H]1OCCCC[C@@H](C)Oc2ccc(NS(=O)(=O)c3ccc(OC)cc3)cc2C(=O)N([C@H](C)CO)C[C@H]1C
    -18, 2, -11, -6, -18, 2, -17, /
> Cc1ccc(C(=O)NC(=S)N(C)Cc2ccccc2)cc1
    -17, /, -10, -14, /, 1, -5, 10
> C[C@H]1CN([C@@H](C)CO)C(=O)c2cccc(NS(=O)(=O)c3ccccc3)c2O[C@@H]1CN(C)Cc1ccc(C(=O)O)cc1
    -3, 1, 3, -4, 3, -2, 18, -3
> CNC[C@H]1OCCCC[C@@H](C)Oc2ccc(NC(=O)CCC(F)(F)F)cc2C(=O)N([C@H](C)CO)C[C@@H]1C
    6, 0, 11, -1, -10, -3, -8, /
> COc1ccc(-n2nc(C(N)=O)c(O)cc2=O)cc1
    -6, /, 3, 5, 30, -4, 1, 5
> Cc1cccc(N=C(N2CCOCC2)P(=O)(N2CCOCC2)N2CCOCC2)c1
    /, -3, 8, /, 8, /, /, -8
> COc1ccccc1NC(=O)Nc1ccc(N2CCOCC2)cc1
    -85, /, /, -52, -71, 2, 1, 7
> O=C(NNC(=O)c1ccccc1F)c1ccc2nc[nH]c2c1
    -9, 0, /, /, -1, -1, -3, -8
> COc1cc(C(O)c2nc(-c3ccccc3)cs2)ccc1F (stereo unspecified)
    -5, -1, 10, -15, -10, 0, 1, 8
> CC(=O)Nc1ccc(C(=O)N2CCCCC2c2cc(C(=O)NCc3cccnc3)no2)cc1 (stereo unspecified)
    -32, 2, 7, -8, -17, -5, 0, 6
> O=C1CCCC[C@@H](O)[C@H](O)C[C@H](c2ccccc2)O1
    -15, /, /, 5, 5, -3, -3, 7
> COc1ccc(NC(=O)N(C)C[C@H]2OCCCC[C@H](C)Oc3ccc(NC(=O)c4ccccc4)cc3C(=O)N([C@@H](C)CO)C[C@@H]2C)cc1
    1, 0, -6, -4, -10, -3, 44, -5
> COc1cc2c(cc1OC)CN(C(=O)C1CCC(=O)N(CCCN3CCOCC3)C1)CC2 (stereo unspecified)
    0, -3, 11, 0, /, 0, 8, -14
> Cn1c(Cc2ccc(Cl)cc2)nnc1SCC(=O)NC1CC1
    1, 1, 3, -4, 13, 0, 0, 5
> CCOc1ccccc1NC(=O)C1CCN(C(=O)Cc2ccccc2)CC1
    16, /, -10, -7, -12, 1, 8, -4
> CCn1c(Cc2ccccc2)nnc1SCC(=O)N1CCCC1=O
    /, 0, -3, 3, 7, -2, 5, 8
> CCCCn1nnnc1SCC(=O)NC1CCCCC1
    0, 1, /, -2, 14, -4, 0, 6
> O=C(COC(=O)/C=C/c1ccc(Cl)cc1Cl)Nc1ccc2c(c1)OCCO2
    -5, -7, -2, -7, -5, -2, 3, -3
> N#Cc1ccc(C(=O)CSc2n[nH]c(=O)n2-c2cccnc2)cc1
    1, 6, 10, 5, -14, 1, 4, 0

Following part:
Order of values – PAX8 inh HTS, PglD DTNB, PGC1a acetyl inh, EWS-Fli block, LGR2 inh, ERAP1 inh, S100A4 inh HTS, FN deposition inh
> COc1ccc(C(=O)N/N=C/c2ccc(OC)c(COc3c(F)c(F)cc(F)c3F)c2)cc1
    12, 0, /, /, 13, 1, 0, 6
> Cc1ccccc1-c1ccc2c(c1)O[C@H](CN(C)Cc1ccc(C(=O)O)cc1)[C@H](C)CN([C@@H](C)CO)S2(=O)=O
    -8, -3, 0, 1, 5, 2, 2, -10
> O=c1[nH]c2ccccc2nc1-c1cccs1
    -102, -2, -13, /, /, /, /, -15
> CC(C)(C)c1ccc(C(=O)Nc2cccc(C(=O)N3CCOCC3)c2)cc1
    -128, -2, /, -35, -49, 0, 3, /
> CCCOc1ccccc1Cn1c(=O)oc2ccccc21
    15, -2, 0, -1, 14, 0, 2, -1
> CN(CC(=O)Nc1ccccc1-c1ccccc1)Cc1ccccc1Cl
    44, 4, -24, 8, 27, 0, 3, -5
> C[C@H]1CN([C@@H](C)CO)C(=O)Cc2cc(NC(=O)CCC(F)(F)F)ccc2O[C@@H]1CN(C)Cc1ccc(C(=O)O)cc1
    10, 10, -3, -2, -8, -2, -6, /
> Cc1cccc(Cn2cnc3c(sc4nc(C)cc(C)c43)c2=O)c1
    -13, 4, 19, 3, 2, -3, 0, -5
> Brc1ccc(OCc2ccccc2)c(CNCc2ccncc2)c1
    /, 2, 6, /, 1, /, /, -9
> COc1ccc(NS(=O)(=O)c2cc3c(cc2C)N(C(C)=O)CCO3)cc1OC
    9, 4, 6, 13, -7, 3, 5, 18
> COc1ccc(NC(=O)c2sc3nc(C)cc(C)c3c2N)c(OC)c1
    -39, 3, 18, -19, /, /, -1, -4
> Cc1c(C(=O)Nc2ccc(OCc3ccccc3)cc2)cccc1[N+](=O)[O-]
    /, -2, -9, /, 2, /, /, -10
> CC(=O)OCC1=C(C(=O)O)N2C(=O)C(NC(=O)c3ccc(F)cc3)C2SC1 (stereo unspecified)
    -2, /, -3, 10, 5, -1, 3, -3
> Cc1ccc(NC(=O)CC2SCCNC2=O)cc1Cl (stereo unspecified)
    -81, 3, 2, /, /, /, /, 0

Single values from the entries so far:
`Cc1ccc(NC(=O)CC2SCCNC2=O)cc1Cl` (stereo unspecified) in PGC1a acetyl inh is entered as 2
`Brc1ccc(OCc2ccccc2)c(CNCc2ccncc2)c1` in PGC1a acetyl inh is entered as 6

Compound activity from PubChem.
